CHT PAM: allosterically activates the human high affinity choline transporter; B-score at 10 µM; Q9GZV3; CHT-expressing cells, membrane potential dye, choline EC20; stronger effect = higher value; LV-AA mutant CHT in HEK293 cells; actives 0.49% (n = 310,000);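 active = initial fluorescence not abnormally high and integrated response B-score, plate-corrected, over 3 SD above library mean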
Target sequence (Q9GZV3 whole entry, looked up): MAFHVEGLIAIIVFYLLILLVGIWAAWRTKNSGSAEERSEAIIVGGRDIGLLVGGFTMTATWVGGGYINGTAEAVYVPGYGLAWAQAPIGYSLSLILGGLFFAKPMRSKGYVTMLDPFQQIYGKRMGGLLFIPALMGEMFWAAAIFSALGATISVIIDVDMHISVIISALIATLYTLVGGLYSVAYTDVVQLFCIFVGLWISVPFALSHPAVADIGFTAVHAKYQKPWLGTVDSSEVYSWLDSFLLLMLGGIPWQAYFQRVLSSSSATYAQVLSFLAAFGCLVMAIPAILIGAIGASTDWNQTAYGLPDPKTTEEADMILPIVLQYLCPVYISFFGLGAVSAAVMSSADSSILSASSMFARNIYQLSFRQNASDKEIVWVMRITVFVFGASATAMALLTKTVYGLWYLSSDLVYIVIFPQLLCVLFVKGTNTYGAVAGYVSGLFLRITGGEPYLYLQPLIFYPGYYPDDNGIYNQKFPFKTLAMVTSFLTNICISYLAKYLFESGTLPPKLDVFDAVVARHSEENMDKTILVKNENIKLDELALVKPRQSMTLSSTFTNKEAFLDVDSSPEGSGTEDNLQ
OX1R antag-1: antagonists of human orexin 1 receptor; O43613; CHO/OX1R cells, Fluo-8 calcium fluorescence, orexin A; inhibition, % at 5 µM; actives 0.43% (n = 330,000); AID 434989;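 active = inhibition above its plate's threshold, mean inhibition of all tested compounds on the plate plus 3 SD, cut at about 37% in these data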;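 also: 0% = orexin A challenge wells and 100% = SB-334867-A antagonist wells; not every result past the cut was called active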
Target sequence (O43613 whole entry, looked up): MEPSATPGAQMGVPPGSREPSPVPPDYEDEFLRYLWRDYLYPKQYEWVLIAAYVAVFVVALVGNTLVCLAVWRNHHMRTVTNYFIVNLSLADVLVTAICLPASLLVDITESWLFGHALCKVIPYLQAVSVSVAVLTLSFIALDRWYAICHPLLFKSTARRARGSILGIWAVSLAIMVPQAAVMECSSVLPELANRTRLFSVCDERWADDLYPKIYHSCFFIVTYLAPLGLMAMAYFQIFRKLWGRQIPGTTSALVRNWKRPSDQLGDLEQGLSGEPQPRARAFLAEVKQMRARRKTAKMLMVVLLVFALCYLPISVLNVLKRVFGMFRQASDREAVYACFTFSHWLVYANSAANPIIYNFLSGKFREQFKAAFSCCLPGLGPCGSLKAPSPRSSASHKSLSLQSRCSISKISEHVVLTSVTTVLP
OX1R antag-2: antagonists of human orexin 1 receptor (OX1R). inhibition, % at 6.6 µM. actives 1.8% (n = 330,000). OX1R-expressing cells, FRET antagonist read-out. O43613. AID 485270; in the data active = inhibition mostly above about 38%, no sharp cut-off; inactive = mostly below about 40%;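 also: 0% = agonist challenge alone and 100% = reference antagonist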
Numbers without * were called inactive; i = inactive; x = not tested or not shown. This is a random part of the collection. Share with any hit: about 2.5%.

SMILES | CHT PAM | OX1R antag-1 | OX1R antag-2
CC(=O)Nc1ccc(S(=O)(=O)N2CCN(CC3CC4C=CC3C4)CC2)cc1 (centres undefined) | i | -6 | -18
COc1cc(O)c(C(CCN2CCCCC2)c2ccc(N(C)C)cc2)c(OC)c1 (centres undefined) | i | -19 | 20
Cc1cccc(NC(=S)NNC(=O)c2cc3c(s2)CCC(C)C3)c1C (centres undefined) | i | -15 | 18
CC(=O)c1cnc2nc(SCc3ccccc3)nn2c1C | i | -9 | 14
N/C(Cn1cncn1)=N\OC(=O)c1ccc(Cl)cc1 | i | 5 | 8
O=C(COc1ccc(Br)cc1Cl)NC1CCCCC1 | i | -22 | 6
CCC1(CC)NC(=O)N(CC(=O)NC(=O)NCc2ccccc2)C1=O | i | -18 | -1
O=C(NCc1ccc2c(c1)OCO2)C1CCCN(S(=O)(=O)c2cccc3nonc23)C1 (centres undefined) | i | -12 | 32
O=C(COC(=O)c1cccc(S(=O)(=O)N2CCc3ccccc32)c1)NCc1ccco1 | i | -9 | 5
Cc1cc(C)c(C(=O)Nn2c(C)nc3ccccc3c2=O)cc1C | i | -26 | 2
Fc1ccccc1CSc1nnc(-c2cccs2)o1 | i | -17 | 31
C(=N\Nc1nc(-c2ccccc2)cs1)/c1ccco1 | i | -19 | 11
Cc1ccc(S(=O)(=O)NCC(=O)OCC(=O)c2c(N)n(C)c(=O)n(C)c2=O)cc1 | i | 3 | 10
C=CCOc1ccc(/C(O)=C2/C(=O)C(=O)N(CCCN3CCOCC3)C2c2ccc(OC)cc2)cc1 (centres undefined) | i | -23 | 16
Cc1sc(NC(=O)C2=COCCO2)c(C(N)=O)c1C | i | 2 | 22
Cc1c(N2C(=O)/C(=C3\C(=O)N(CC(=O)O)c4ccccc43)SC2=S)c(=O)n(-c2ccccc2)n1C | i | -15 | 26
CCOC(=O)C1=CN2CCCC[C@@H]2CC1=O | x | -8 | 3
COc1ccc(NC(=O)CN2c3cccc4cccc(c34)S2(=O)=O)c(OC)c1 | i | -22 | 20
O=C(O)c1ccccc1OC(C(=O)Nc1cc(Cl)cc(Cl)c1)c1ccccc1 (centres undefined) | i | -5 | 18
COc1ccc(N(CC(=O)NC2CCCCC2)C(=O)CCC(=O)Nc2nc(C)cs2)cc1 | i | -21 | 12

Whole records, looked up by structure. Values in the order: CHT PAM, OX1R antag-1, OX1R antag-2
Listed for CCOC(=O)C1=CN2CCCC[C@@H]2CC1=O = x, -8, 3
Listed for COc1cc(O)c(C(CCN2CCCCC2)c2ccc(N(C)C)cc2)c(OC)c1 (centres undefined) = i, -19, 20

(listing goes on)
SMILES | CHT PAM | OX1R antag-1 | OX1R antag-2
NC(=O)COC(=O)c1ccc(S(=O)(=O)NCc2ccco2)cc1 | i | 18 | 4
COc1ccc(/C=C2\CCC(C3CCCC3)C2=O)cc1OC (centres undefined) | i | -57 | -4
O=C(Cn1ccn(-c2ccc(F)c(Cl)c2)c(=O)c1=O)NCCc1ccccc1 | i | -23 | 17
Cc1ccc(/C=C(/C#N)C(=O)NC(=O)Oc2ccccc2)cc1 | i | -7 | 24
Nc1nc(SCC(=O)Nc2ccc(F)cc2)[nH]c(=O)c1NC(=O)c1ccc(F)c(F)c1 | i | -4 | 21
CC1CC(C)CN(c2ccc(C(=O)NCc3ccc4c(c3)OCO4)cc2[N+](=O)[O-])C1 (centres undefined) | i | -17 | 27
O=C(CSc1nc2ccccc2s1)NNC(=S)Nc1ccccc1 | i | 12 | 6
Cc1ccc2c(CC(=O)NCc3ccc4c(c3)OCO4)coc2c1 | i | -16 | 11
O=C(Nc1ccc(S(=O)(=O)NCC2CCCO2)cc1)c1ccc(Cl)cc1[N+](=O)[O-] (centres undefined) | i | 0 | 9
Nc1ncc(CCN2CCOCC2)c(-c2ccc(F)cc2)n1 | i | -1 | 11
CC1CCCCN1c1ccc(N)cc1C(N)=O (centres undefined) | i | -10 | 10
O=C(NCc1ccc(F)cc1)c1cc(S(=O)(=O)N2CCCCC2)ccc1N1CCOCC1 | x | -22 | 1
O=S(=O)(c1cccc(C(F)(F)F)c1)N1CCN(S(=O)(=O)c2ccc3c(c2)OCCO3)CC1 | x | -8 | 1
Cc1ccsc1C(=O)NCc1ccc(Cl)cc1 | i | 0 | 27
O=[N+]([O-])c1cc(S(=O)(=O)O)cc([N+](=O)[O-])c1NN(c1ccccc1)c1ccccc1 | i | -7 | 16
CCN1CCN(C(=O)/C(=C/c2ccco2)NC(=O)c2ccccc2)CC1 | i | -17 | 14
CCOc1ccc2oc(C(=O)NCc3nc4ccccc4[nH]3)c(C)c2c1 | i | -19 | 7
COc1ccccc1CC(=O)Nc1cccc(S(=O)(=O)N2CCOCC2)c1 | i | -15 | 33
O=C(NC1CCCCC1)N1CCN(c2ccc([N+](=O)[O-])cc2)CC1 | i | -2 | 31
Cc1ccn2c(NC3CCCC3)c(-c3ccccn3)nc2c1 | i | -38 | 37
CC1CCN(CCCNC(=O)C2CC(=O)N(C3CCCCCC3)C2)CC1 (centres undefined) | i | -7 | 17
COc1ccc(CC2S/C(=N/N=C/c3ccccc3O)NC2=O)cc1 (centres undefined) | i | -4 | 22
CCCCc1c(C)c(C#N)c2nc3ccccc3n2c1Nc1c(C)n(C)n(-c2ccccc2)c1=O | i | -29 | 24
CC(C)Nc1c(N)c(=O)oc2ccccc12 | i | -35 | 5
CS(=O)(=O)N1CCC(C(=O)NCc2ccncc2)CC1 | i | -10 | 14
CSC1=NCCN1C(=O)c1cccs1 | i | -16 | 13
O=C(NCc1cccc2ccccc12)Nc1ccccc1 | i | -22 | 15
Cc1ccc(Nc2nc(N3CCOCC3)c3ccccc3n2)cc1 | i | -31 | 18
CC(=O)C1=C(O)C(=O)N(Cc2cccnc2)C1c1ccc(Cl)cc1Cl (centres undefined) | i | -11 | -3
COc1ccc(-c2noc(CCC(=O)N3CCN(c4ccc(Cl)cc4)CC3)n2)cc1 | x | -25 | 9
Cc1ccc(NS(=O)(=O)c2ccc(NC(=O)N3CCCCC3)cc2)cc1 | i | 1 | -2
Cc1ccc(C(=O)NC2CCCc3ccccc32)o1 (centres undefined) | i | -13 | 15
COCCN1C(=O)C(=O)/C(=C(/O)c2cccc(OC)c2)C1c1ccncc1 (centres undefined) | i | -9 | 37
CCOc1ccc(OCC)c(NC(=O)CCn2cccc2)c1 | i | -33 | 8
Cc1ccc(CNC(=O)c2ccc(N3CCC4(CC3)CC(c3cccc(Br)c3)=NO4)c(NC(=O)c3ccccc3)c2)cc1 | i | -17 | 31
CCn1c(SCC(=O)Nc2cc(C)on2)nnc1-c1cccs1 | i | -30 | 31
CCc1cc(CNC(=O)CC2C(=O)NCCN2Cc2ccc(-c3ccccc3)cc2)on1 (centres undefined) | i | -5 | -1
Cc1ccc(C#CC[N+]2(C)CCCCC2)cc1 | i | -22 | 5
O=C(Cc1ccc(Br)cc1)N1CCc2ccccc2C1 | i | -22 | 19
O=C(NNC(=S)Nc1ccccc1)c1cccc(S(=O)(=O)N2CCOCC2)c1 | i | -16 | 19

Brought forward from above: four entries; new compounds follow.
SMILES | CHT PAM | OX1R antag-1 | OX1R antag-2
CCc1cc(CNC(=O)CC2C(=O)NCCN2Cc2ccc(-c3ccccc3)cc2)on1 (centres undefined) | i | -5 | -1
Cc1ccc(C#CC[N+]2(C)CCCCC2)cc1 | i | -22 | 5
O=C(Cc1ccc(Br)cc1)N1CCc2ccccc2C1 | i | -22 | 19
O=C(NNC(=S)Nc1ccccc1)c1cccc(S(=O)(=O)N2CCOCC2)c1 | i | -16 | 19
COc1ccc(-c2nc(CS(=O)CC(=O)NC3CCCC(C)C3C)c(C)o2)cc1OC (centres undefined) | i | -23 | 18
NC(=O)c1ccccc1NC(=O)COC(=O)C1(c2ccccc2)CC1 | i | -15 | 14
Cc1ccc2c(c1)nnn2C1CCN(C(=O)Nc2ccccc2C)CC1 | i | -11 | 9
COCc1c(C(=O)OCc2nc3ccsc3c(=O)[nH]2)oc2ccccc12 | x | 11 | 28*
O=C(Cn1c(=O)c2cccn2c2cccnc21)N1CCN(c2ccc(Cl)cc2)CC1 | i | -4 | 11
CCC(C)c1ccc(OCCN2CCCC2)cc1 (centres undefined) | i | 2 | 15
O=[N+]([O-])c1ccc(N2N=C(c3ccco3)CC2c2ccccc2)cc1 (centres undefined) | i | 26 | 0
CCOc1ccc(NC(=O)CSc2nnc(-c3ccccc3Cl)n2Cc2ccco2)cc1 | i | -7 | 46
Cc1ccc(NS(=O)(=O)c2ccc(NC(=O)c3ccc(Br)o3)cc2)c(C)c1 | i | 39 | 19
Cc1c(NC(=O)CCc2ccccc2)cccc1[N+](=O)[O-] | i | -19 | 10
COc1ccc(Cn2c(=O)[nH]c3cc(C(=O)N4CCN(Cc5ccccc5)CC4)ccc3c2=O)cc1 | i | -33 | 6
FC(F)(F)Oc1ccccc1-c1nnc(-c2cccc(C(F)(F)F)c2)o1 | i | -8 | -1
N#Cc1cccc(NC(=O)CN2CCN(Cc3ccccc3)CC2)c1 | i | -8 | 12
CCOc1ccccc1/C=C\c1nc(O)c([N+](=O)[O-])c(=O)[nH]1 | i | -18 | 12
CC(NC(=S)Nc1ccc(Cl)cc1Cl)C(c1cccs1)N1CCCC1 (centres undefined) | i | -29 | 9
CC1CCN(C(=S)c2ccc(O)cc2)CC1 | i | -14 | 11
O=S(=O)(Nc1nc2ccc(S(=O)(=O)N3CCCCC3)cc2s1)c1ccccc1 | i | 2 | 11
COc1ccc2ccccc2c1/C=N/Nc1ccc(Cl)c(C(=O)O)c1 | i | -7 | 41
O=C(CCS(=O)(=O)c1cccc2nonc12)N1CCOCC1 | i | -3 | 99*
Cc1nnc(C)n1/N=C/c1c(O)ccc2ccccc12 | i | -22 | 10
CCC(=O)NC(/C=C/c1ccccc1)c1cc([N+](=O)[O-])c2cccnc2c1O (centres undefined) | i | -6 | -1
COc1cccc(/C=C/C(=O)OCC(=O)Nc2nnc(-c3ccccc3)o2)c1 | i | -12 | 32
O=C(CNc1cccc(C(F)(F)F)c1)Nc1cccc(S(=O)(=O)N2CCCC2)c1 | x | 13 | 5
C/C=C/c1ccccc1OCc1ccc(C(=O)O)o1 | i | -4 | 9
c1ccc(C2OC3c4cccc5cccc(c45)C3N2c2ccccc2)cc1 (centres undefined) | i | -33 | 11
CCC(NS(=O)(=O)c1ccc(C)cc1)C(=O)N1CCOCCOCCOCCOCC1 (centres undefined) | i | -28 | 16
CC(=O)C1=C(O)C(=O)N(c2ccc(C(=O)O)cc2)C1c1ccccc1 (centres undefined) | i | -1 | 14
COc1cc(OC)cc(C(=O)N/N=C(\C)CC(=O)Nc2ccccn2)c1 | i | -10 | 25
CCC(C)NC(=O)CCNS(=O)(=O)c1ccc(Br)cc1 (centres undefined) | i | -4 | 7
Cn1nnc(NC(=S)NC(=O)c2ccco2)n1 | i | -6 | 26
CCCCn1c(N)c(N(CCOC)C(=O)CSc2n[nH]c(-c3ccc(C)cc3)n2)c(=O)[nH]c1=O | i | -15 | 11
Cc1ccc2nc(-c3ccc4c(c3)OCCO4)cn2c1 | i | -6 | 21
COc1cccc(NC(=O)COC(=O)c2ccc(C)c(S(=O)(=O)N3CCCCC3)c2)c1 | x | 9 | -4
CN1CCC(N(C)S(=O)(=O)c2ccc(NC(=O)COc3cccc(Cl)c3)cc2)CC1 | i | -23 | 15
CC12CC3CC(C)(C1)CC(C(=O)N1CCN(C(=O)c4ccco4)CC1)(C3)C2 | i | -28 | 14
CC(=O)c1ccc(NC(=O)C2CCC(C)NC2=O)cc1 (centres undefined) | i | -3 | -6
NC(=O)C1CCCN(Cc2ccc(Cl)cc2)C1 (centres undefined) | i | -11 | 4
Cc1cccc(C)c1NS(=O)(=O)c1ccc(NC(=O)c2ccc(Cl)c([N+](=O)[O-])c2)cc1 | i | -4 | 16
CCc1ccc(NC(=O)COC(=O)C2(c3ccc(Cl)cc3)CCCC2)cc1 | i | 4 | 22
Cc1cccc(C)c1N/C=C/c1onc(C)c1[N+](=O)[O-] | i | -11 | 18
Cc1ccccc1-n1c(Cn2c(=O)sc3ccccc32)nnc1SCC(=O)N1CCOCC1 | i | -12 | 12
Cc1cccc(NC(=O)c2ccc(OCc3c(C)noc3C)cc2)c1C | x | -9 | 3
CC(C)(C)C(=O)N1CCN(c2ccc(NC(=O)c3ccco3)cc2)CC1 | i | -3 | 16
CC(=O)c1ccc(N2CCN(C(=O)CCCn3c(=O)[nH]c4ccc(Br)cc4c3=O)CC2)cc1 | i | -14 | 16
N#C/C(=C(/O)CN1CCN(c2ccccc2F)CC1)c1nc(-c2ccccc2)cs1 | i | -19 | 26
CC(C)c1ccc2[nH]c3c(c2c1)CCCC3=O | i | -17 | 15
O=C1C2(CCCC13COC(c1ccc(O)cc1)OC3)COC(c1ccc(O)cc1)OC2 (centres undefined) | i | 5 | 13
COc1cc(C(=O)N2CCNCC2)cc(OC)c1OC | i | -28 | 7
Cc1cccc(N2C(=O)CC(N3CCN(c4ccc(Cl)cc4)CC3)C2=O)c1 (centres undefined) | i | -10 | -2
O=C(Nc1ccc2c(c1)OCCO2)c1cccc(C(=O)Nc2ccc3c(c2)OCCO3)c1 | i | -24 | 2

Ordered by the number under OX1R antag-1 (high to low): seven of the compounds above.
canonical_smiles | OX1R antag-1
O=C1C2(CCCC13COC(c1ccc(O)cc1)OC3)COC(c1ccc(O)cc1)OC2 (centres undefined) | 5
CC(C)(C)C(=O)N1CCN(c2ccc(NC(=O)c3ccco3)cc2)CC1 | -3
Cc1cccc(NC(=O)c2ccc(OCc3c(C)noc3C)cc2)c1C | -9
Cc1ccccc1-n1c(Cn2c(=O)sc3ccccc32)nnc1SCC(=O)N1CCOCC1 | -12
CC(C)c1ccc2[nH]c3c(c2c1)CCCC3=O | -17
N#C/C(=C(/O)CN1CCN(c2ccccc2F)CC1)c1nc(-c2ccccc2)cs1 | -19
O=C(Nc1ccc2c(c1)OCCO2)c1cccc(C(=O)Nc2ccc3c(c2)OCCO3)c1 | -24
